# APP transl inh = inhibitors of APP translation via 5'UTR reporter, primary screen, APP 5'UTR luciferase, SH-SY5Y cells; SH-SY5Y APP 5'UTR-luciferase reporter, luminescence; inhibition, % at 2 µM; hit rate 0.82% among 190,000; AID 1285, 2008;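 active = inhibition above a set limit, derived from the sample mean plus 3 SD, cut at about 45% in these data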; also: values of inactives mirror those of a sister screen read the other way
# Hsp70 activator = Hsp70 transcriptional activators, primary screen, cell-based, HeLa, Hsp70 promoter luciferase, luminescence, 10 µM. HeLa Hsp70 promoter luciferase reporter; scaled: vehicle 0, proteasome-inhibitor control 100%. activation, % at 10 µM. hit rate 0.04% among 200,000. AID 1203, 2008;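 active = activation above the mean across all tested compounds plus 3 SD, cutoff set per campaign, cut at about 5.5% in these data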;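 also: 100% = MG132 at 30 µM as the positive control and 0% = DMSO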
# STAT1 inh = STAT1 signaling inhibitors, primary screen, cell-based, HTS, luciferase reporter; NIH 3T3 STAT1-luciferase reporter, IFN-gamma, luminescence; inhibition, % at 5.5 µM; hit rate 0.35% among 200,000; AID 920, 2007;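 active = inhibition above a set limit, the mean inhibition across all tested compounds plus 3 SD, cut at about 34% in these data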;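 also: 0% = IFN-gamma with DMSO and 100% = IFN-gamma with 300 µM nifuroxazide; values of inactives mirror those of a sister screen read the other way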
# RAM network inh = inhibitors of the yeast RAM network, primary screen, dse1pr::URA3 reporter, 5-FOA selection | hit rate 1.8% among 190,000 | inhibition, % at 50 µM | S. cerevisiae dse1pr::URA3 reporter, 5-FOA growth OD615, 2 d; analog-sensitive cbk1-as2 kinase mutant strain;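 active = inhibition above a set limit, 3 SD over mean compound inhibition, cut at about 8.4% in these data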;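 also: 0% = DMSO-only wells with no growth and 100% = 10 µM 1-NA-PP1 full growth; inhibition rescues growth on 5-FOA so higher OD means more RAM inhibition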
# FLuc inhib CS = firefly luciferase enzyme inhibitors, primary screen, artefact control for luciferase-based inhibitor screens, biochemical, luminescence, ATPLite. Luciferin 4-monooxygenase (Photinus pyralis), P08659. 10 min. inhibition, % at 10 µM. hit rate 1.5% among 200,000;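 active = inhibition above about 50% when tested at 10 µM, limit read from the data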
# Target sequence (P08659 whole entry, looked up): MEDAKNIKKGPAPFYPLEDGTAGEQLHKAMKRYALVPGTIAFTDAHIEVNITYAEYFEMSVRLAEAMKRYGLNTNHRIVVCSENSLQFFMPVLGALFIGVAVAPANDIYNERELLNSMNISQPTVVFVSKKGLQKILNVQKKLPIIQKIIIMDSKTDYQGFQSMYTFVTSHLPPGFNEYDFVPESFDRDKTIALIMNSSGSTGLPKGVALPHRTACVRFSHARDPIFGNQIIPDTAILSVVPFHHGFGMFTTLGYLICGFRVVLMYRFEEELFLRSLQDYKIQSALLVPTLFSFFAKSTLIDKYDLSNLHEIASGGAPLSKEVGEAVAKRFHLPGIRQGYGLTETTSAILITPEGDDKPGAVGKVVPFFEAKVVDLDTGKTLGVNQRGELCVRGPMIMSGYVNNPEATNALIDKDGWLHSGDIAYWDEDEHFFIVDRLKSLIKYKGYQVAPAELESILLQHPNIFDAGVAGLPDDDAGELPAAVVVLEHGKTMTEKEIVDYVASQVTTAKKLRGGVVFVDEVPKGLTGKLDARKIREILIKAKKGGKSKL
# STAT1 activator = STAT1 signaling activators, primary screen, cell-based, HTS, luciferase reporter; NIH 3T3 STAT1-luciferase reporter, IFN-gamma, luminescence; 100% = IFN-gamma alone, no compound; activation (% of control), % at 5.5 µM; hit rate 2.6% among 200,000;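 active = activation above the screen-wide mean activation plus 3 SD, cut at about 130% in these data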;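 also: raw ratio to IFN-gamma control signal so 100% means no change and 0% no light; values of inactives mirror those of a sister screen read the other way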
# NF-kB neuron act = activators of NF-kB expression in neurons, primary screen, cell-based, HTS; fold change at 12.5 µM; human neuronal cells, NF-kB reporter expression; active compounds read high; hit rate 1.6% among 190,000; in the data active = fold change above about 3.3
# STAT3 act = IL-6 driven STAT3 reporter potentiators, primary screen, U3A cells, luciferase, luminescence, MLSCN library; hit rate 0.91% among 190,000; IL-6 STAT3-luciferase reporter; 100% = signal with IL-6 EC80 alone; activation (% of control), % at 5.6 µM;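 active = activation above the screen-wide mean of compound activation plus 3 SD, cut at about 130% in these data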;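 also: 0% = background luminescence of wells with medium and substrate only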
#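 Material: human STAT1-deficient U3A cells with stable STAT3-luciferase reporter / Probe or stimulus: IL-6 stimulus at 33 ng/mL final / Schedule: 1 h compound pre-exposure, 6 h IL-6 stimulation, 37 °C / Technique: luminescence / Read-out basis: percent of IL-6-only median luminescence / Control set: IL-6-only high control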
# APP 5'UTR act = activators of APP 5'UTR luciferase reporter, primary screen, SH-SY5Y cells; activation, % at 2 µM; hit rate 1% among 190,000; SH-SY5Y APP 5'UTR luciferase reporter, luminescence; zero percent = DMSO vehicle wells;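 active = activation above a set limit, based on mean plus 3 SD of controls, cut at about 140% in these data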; also: values of inactives mirror those of a sister screen read the other way
# STAT3 inh = IL-6 driven STAT3 reporter inhibitors, primary screen, U3A cells, luciferase, luminescence, MLSCN library. IL-6 STAT3-luciferase reporter; host cell line lacks STAT1. hit rate 0.89% among 190,000. inhibition, % at 5.5 µM. AID 862, 2007;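 active = inhibition above the mean inhibition across all screened compounds plus 3 SD, cut at about 44% in these data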;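 also: 0% = DMSO only wells and 100% = 100 µM nifuroxazide control wells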
# Numbers without * were called inactive; · = not tested or not shown.
SMILES,APP transl inh,Hsp70 activator,STAT1 inh,RAM network inh,FLuc inhib CS,STAT1 activator,NF-kB neuron act,STAT3 act,APP 5'UTR act,STAT3 inh
CCN(CC)CCN1C(=O)C(=O)/C(=C(/O)c2c(C)[nH]c(C(=O)OC)c2C)C1c1cccs1 (stereo not drawn),0,-0.2,-6,1.4,-4,103,0.9,101,0,-1
COc1ccc(NC(=O)C2CCCO2)cc1OC (stereo not drawn),-11,-0.2,-5,0.9,-4,105,1.2,100,11,6
Cc1ccc(S(=O)(=O)c2ccc(Cl)cc2)cc1S(=O)(=O)NC(C)C(=O)O (stereo not drawn),-6,0.1,2,-0.8,0,98,0.97,102,6,-5
O=C(c1ccc2nccnc2c1)N1CCN(Cc2ccc3c(c2)OCO3)CC1,-3,-0.1,-3,0.7,0,103,0.92,98,3,6
CN(C(=O)COC(=O)CNC(=O)c1sc2ccccc2c1Cl)c1ccccc1,7,-0.4,-8,4.4,11,107,1.3,102,-7,-5
COC(=O)c1[nH]c2ccc(C)cc2c1NC(=O)Nc1ccccc1OC,-3,-0.5,-2,3.9,-6,101,0.97,103,3,-1
Cc1cccc(C)c1N1C(=O)c2ccccc2C1=O,3,-0.2,-5,1.9,-4,104,0.95,103,-3,2
COc1ccc(-c2c(N)n[nH]c2C)cc1OC,-4,-0.4,-3,0.1,-5,102,1,100,4,5
CC(=O)NC(=S)Nc1ccc([N+](=O)[O-])cc1C,9,-0.3,-2,0.5,-6,99,1.1,90,-9,17
COc1ccc([N+](=O)[O-])cc1NC(=O)COC(=O)c1ccccn1,2,-0.2,0,-1.6,-2,98,1,99,-2,12
Cc1ccc(-n2cc(CN(C)Cc3ncc[nH]3)c(-c3cccc(C)c3)n2)cc1,-21,-0.3,-2,0.1,2,103,0.88,98,21,4
CCOC(=O)COc1ccc(S(=O)(=O)N2CCc3ccccc3C2)cc1,-1,-0.1,2,3.1,-6,100,1.1,102,1,1
Nc1c(C(=O)NCc2ccc3c(c2)OCO3)c2nc3ccccc3nc2n1CCCN1CCOCC1,5,0.0,-3,9.8*,2,102,0.71,98,-5,10
COC(=O)c1ccc(NS(=O)(=O)c2ccc3c(c2)oc(=O)n3C)cc1,0,·,·,0.3,-3,·,1.1,·,0,·
CN(C)CCCN(C(=O)c1ccc(S(=O)(=O)N(C)C)cc1)c1nc2cc3c(cc2s1)OCO3,10,-0.2,3,1.5,-5,97,1.1,110,-9,-3
Cc1ccc2cc(CCNC(=O)c3ccco3)c(=O)[nH]c2c1C,-129,0.4,-64,-0.9,4,156*,3.9*,104,129,-6
COc1cc(OC)c(C(=O)NC2CC(C)(C)NC(C)(C)C2)cc1OC,-9,-0.2,-1,0.7,-6,101,1.2,99,9,5
CC/C(=C\C1CCCCC1)C(NP(=O)(c1ccccc1)c1ccccc1)c1ccccc1 (stereo not drawn),4,-0.3,4,4.7,-5,96,1.5,102,-4,-5
COc1ccc(C(=O)NC(=O)COC(=O)c2ccc3ncsc3c2)cc1,11,-0.5,3,0.4,-5,98,1.5,87,-11,17
O=c1c2ccccc2[nH]c(=S)n1Cc1cccs1,19,-0.5,1,4.0,-6,99,1,94,-19,9
CC(N=Cc1cc([N+](=O)[O-])ccc1O)c1ccccc1 (stereo not drawn),-15,-0.3,2,-0.8,0,98,0.99,98,15,7
Cc1ccc(S(=O)(=O)N[C@@H](CC(C)C)C(=O)NCc2ccco2)cc1,0,0.0,7,-0.3,-6,94,1,102,-1,4
CC1CCC(C(C)C)C(OC(=O)C[n+]2cccc(C(N)=O)c2)C1 (stereo not drawn),-12,-0.1,0,-0.3,-4,100,0.97,109,12,0
O=C(NCCCN1CCOCC1)c1ccc([N+](=O)[O-])cc1[N+](=O)[O-],-18,-0.1,-4,0.7,-6,103,1.6,100,18,12
O=C(O)c1ccc(Nc2nc(-c3ccccc3)c3ccccc3n2)cc1,-22,-0.3,10,2.2,-1,91,1.1,102,22,2
CC(=O)Nc1cc(C(F)(F)F)ccc1OCCOc1ccccc1,-11,-0.2,-1,·,·,106,·,92,11,13
O=C(CN1C(=O)C2CC=CCC2C1=O)NC1=NCCS1 (stereo not drawn),9,0.1,11,-0.5,-7,90,1.1,105,-9,0
CCCCC1(CC(=O)OCC)C(=O)N(c2ccccc2)N(c2ccccc2)C1=O,-16,-0.3,4,5.4,-5,97,0.84,94,16,10
COc1ccccc1OC(C)C(=O)O (stereo not drawn),-12,0.4,-2,0.1,-2,102,1.3,100,12,5
O=C(O)c1c2c(nc3ccc(S(=O)(=O)N4CCC(C(=O)NC5CCCC5)CC4)cc13)CCCCC2,-10,-0.3,-1,0.9,-1,102,1.5,101,10,-1
O=C(NN=C1CCCCCCCCCCC1)c1cccc(S(=O)(=O)N2CCOCC2)c1,2,-0.3,5,0.7,-1,96,0.97,92,-2,13
O=C(CCC1CCCC1)N1CCN(C(=O)c2cccnc2)CC1,2,-0.2,0,0.2,4,100,1.1,98,-2,5
O=C(CN1CCN(C(c2ccccc2)c2ccccc2)CC1)NCc1ccccc1,-20,-0.4,10,0.8,-2,90,0.92,104,20,1
CC(C)CNC(=O)c1ccccc1NC(=O)CN(c1ccccc1)S(=O)(=O)N(C)C,4,0.0,-6,1.1,-2,105,0.97,99,-4,13
Cc1ccc(SCc2cc(=O)[nH]c(N3CCCCC3)n2)cc1,18,-0.1,6,1.1,-4,94,1,96,-17,9
CCc1nc(N2CCN(Cc3ccc4c(c3)OCO4)CC2)c2oc3ccccc3c2n1,17,-0.3,20,1.2,-6,82,1.1,84,-17,29
COc1ccc2c(C)cc(SC3CCOC3=O)nc2c1 (stereo not drawn),-34,-0.1,-8,-0.3,-6,106,0.98,108,34,-4
S=c1[nH]nc(-c2ccncc2)n1/N=C/c1ccccc1,-1,-0.4,0,-0.1,3,100,1.2,83,1,17
CCOC(=O)N1CCc2c(sc(NC(=O)CN3CCN(C)CC3)c2C(=O)Nc2ccccc2)C1,-23,0.0,-12,1.1,3,109,0.92,101,23,8
O=C(N/N=C/c1ccccc1OCc1ccccc1)c1cccnc1,-11,0.1,3,1.1,43,98,1.1,97,11,1
O=C(CN(Cc1ccc2c(c1)OCO2)C(=O)c1cnsn1)NC1CCCC1,-7,-0.3,4,6.2,-8,97,0.95,112,7,-15
CCC(=O)Nc1ccc(N2CCN(C(=O)c3cccs3)CC2)cc1,-3,-0.2,-4,0.5,-2,104,1.1,105,3,4
Cc1cccc(CSCc2nnc(N)s2)c1,-14,-0.2,-5,2.7,1,104,1.2,100,14,4
N#C/C(=C/c1cccn1-c1cccc(C(=O)O)c1)c1ccc(Cl)cc1,10,-0.1,-1,2.8,-5,100,1.1,99,-10,8
O=C(Nc1ccc(N2CCOCC2)c(Cl)c1)c1ccco1,-113,0.0,-52,-0.2,59*,149*,3.4*,84,113,22
COC(=O)CCC(=O)Nc1cccc(Cl)c1,8,-0.1,-5,1.4,0,105,1.1,102,-8,4
CSc1ccc(-c2c(C#N)c(N)nc3c2CCCC3)cc1,13,-0.2,-4,5.6,-7,104,1,108,-13,-5
COc1ccc(C(C)=O)cc1COC(=O)c1ccc(S(=O)(=O)N(C)C)cc1,-6,-0.3,9,3.3,-9,90,1,97,6,6
Cc1ccc(Nc2nnc(SCC(=O)Nc3cccc(S(=O)(=O)N4CCCCC4)c3)s2)cc1,-31,-0.4,3,6.2,35,97,1.4,111,31,-19
O=C(CSc1ncn[nH]1)NC12CC3CC(CC(C3)C1)C2,-6,-0.5,5,1.5,0,97,1,109,6,-9
CCC(C)(C)NC(=O)c1sccc1Oc1ccc(F)cc1[N+](=O)[O-],7,0.0,21,3.7,-8,81,0.84,92,-7,11
O=C(CN(c1ccc2c(c1)OCCO2)S(=O)(=O)c1ccccc1)NCc1ccco1,10,-0.4,-4,2.5,-6,103,0.39,103,-10,-4
Cc1sc2ncnc(N3CCC(C)CC3)c2c1C,-6,-0.2,8,-0.2,1,93,1.1,99,7,3
Cc1cccc(NC(=O)C2CCCN(S(=O)(=O)c3cccc4cccnc34)C2)c1 (stereo not drawn),-15,-0.1,-5,2.0,-4,104,0.66,104,15,4
O=C(NCCn1ccc2ccccc21)c1cccc([N+](=O)[O-])c1,-6,0.2,-2,0.8,-1,101,1.1,102,6,-1
CC(C)c1cc(C(N)=O)c(NC(=O)c2cccc(COc3ccc(Br)cc3)c2)s1,-102,0.1,-16,2.9,-3,114,1.6,102,102,3
O=C(NCc1ccc(F)cc1)C1CCN(c2cnccn2)CC1,2,0.0,-2,2.6,-8,100,1.1,103,-2,-1
C/C(CC(=O)Nc1ccccn1)=N\NC(=O)C(=O)Nc1ccccc1C,-17,-0.5,6,-0.3,4,95,1.4,89,17,18
CS(=O)Cc1cc(Sc2ccccc2)nc(-c2cccnc2)n1 (stereo not drawn),-3,-0.1,0,1.0,-6,99,1.2,99,3,9
O=C(Nc1cccc(O)c1)c1cc2nc(-c3ccccc3)cc(-c3ccccc3)n2n1,4,-0.2,0,9.7*,-4,100,0.97,99,-4,-1

# Entries of single compounds, quoted from the list.
# C/C(CC(=O)Nc1ccccn1)=N\NC(=O)C(=O)Nc1ccccc1C reads APP transl inh = -17; Hsp70 activator = -0.5; STAT1 inh = 6; RAM network inh = -0.3; FLuc inhib CS = 4; STAT1 activator = 95; NF-kB neuron act = 1.4; STAT3 act = 89; APP 5'UTR act = 17; STAT3 inh = 18
# O=C(NCCn1ccc2ccccc21)c1cccc([N+](=O)[O-])c1 reads APP transl inh = -6; Hsp70 activator = 0.2; STAT1 inh = -2; RAM network inh = 0.8; FLuc inhib CS = -1; STAT1 activator = 101; NF-kB neuron act = 1.1; STAT3 act = 102; APP 5'UTR act = 6; STAT3 inh = -1

# More entries:
SMILES,APP transl inh,Hsp70 activator,STAT1 inh,RAM network inh,FLuc inhib CS,STAT1 activator,NF-kB neuron act,STAT3 act,APP 5'UTR act,STAT3 inh
COc1ccc2c(Cl)c(C(N)=O)sc2c1,-1,0.1,-17,2.0,13,114,1.5,95,1,12
COC(=O)N/N=C/c1c(C)c(C(=O)c2ccc(F)cc2)n2ccccc12,-15,-0.2,-11,0.2,-3,110,1,101,15,2
O=C(CN1c2ccccc2Sc2ccccc21)NNC(=S)Nc1ccc(Cl)cc1Cl,2,-0.4,8,11*,-2,92,0.99,113,-3,-4
Cc1nn(C)c(Oc2ccccc2)c1CCNS(=O)(=O)c1ccc(Cl)cc1,·,-0.1,6,1.9,-4,94,0.97,89,·,19
CC(=O)Nc1cccc(-c2nnc(SCC(=O)N3CCCCC3)n2C)c1,0,-0.1,-3,1.2,-3,104,1.1,106,0,-2
COc1cccc(CNC(=O)C(=O)NCC2CCCO2)c1 (stereo not drawn),-1,0.1,-2,-1.0,-5,102,1.3,103,1,-1
C=C1C2(C(=O)Nc3nccs3)CCC(C2)C1(C)C (stereo not drawn),-14,-0.3,10,0.5,2,91,1,108,14,-8
